# Bioassay records from PubChem BioAssay.
# Tau fluor cs: counter-screen for tau fibril formation inhibitors. Potency, µM (series often up to 57.7 µM), inactives show at the top dose activity change, negative = decrease. 280,000 tested, 0.93% active. tau K18 P301L Alexa594 fluorescence, heparin fibrillization. AID 1463; note: % is set by controls: 0 for no effect and ±100 for the full control effect; nearly all actives have a fitted effect of over 55% in size
#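 Human K18 P301L tau (15 uM unlabeled plus 0.24 uM Alexa 594-labeled, final) in 100 mM sodium acetate pH 7 was mixed with compound and 20 uM heparin and incubated 6 hr at 37 C.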
# Tau FP inhib: tau fibrillization inhibition (FP). K18 P301L tau heparin fibrillization, Alexa594 FP, 6 h. Potency, µM (titrated, usually from 57.7 µM), for the others: at the top dose activity, negative = inhibition, hits mostly inhibitors. 280,000 tested, 0.39% active; note: % is set by controls: 0 for no effect and ±100 for the full control effect; nearly all actives have a fitted effect of over 55% in size
# Target sequence (P10636 561-689 P618L limits assumed): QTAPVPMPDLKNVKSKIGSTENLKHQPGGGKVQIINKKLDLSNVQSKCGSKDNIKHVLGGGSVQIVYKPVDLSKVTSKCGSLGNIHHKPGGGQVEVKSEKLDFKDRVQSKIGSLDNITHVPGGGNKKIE
#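 Read-out: fluorescence polarization of Alexa 594-labeled tau (0.24 uM), 555 nm excitation, 632 nm emission. Mixtures held 15 uM unlabeled K18 P301L, compound and 20 uM heparin, pH 7 acetate buffer, incubated 6 hr at 37 C.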
# SMN2 splice enh: SMN2 splice variant enhancement; Potency, µM (series often up to 46.1 µM), for inactives: at the top dose activity change, positive = activation, actives largely listed as activators; AID 1458; 210,000 tested, 2.8% active; HEK293 SMN2-luciferase splicing reporter, luminescence, 30-36 h; note: % of control where 0% means no effect; nearly all actives have a fitted effect of over 55% in size
#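 qHTS luciferase splicing reporter: luminescence rises when SMN2 exon 7 is included in transfected HEK293 cells. Compound exposure lasted 30-36 h at 37C, with 4.5 mM final sodium butyrate as control, followed by a ONE-Glo read.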
# HTT cytoprotect: Huntington cell model cytoprotection by ATP luminescence | PC12 HTT-Q103 induced, cytoprotection, ATP luminescence, 40 h | Potency, µM (titrated, usually from 56.4 µM), for inactives: cytoprotection (ATP increase), hits mostly activators | 230,000 tested, 0.14% active | AID 1471;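 note: % of control where 0% means no effect; nearly all actives have a fitted effect of over 45% in size; toxic huntingtin expression switched on by the ecdysone agonist tebufenozide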
#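 Compounds added alongside 100 nM tebufenozide, which induces toxic Q103 huntingtin exon 1-GFP in stable PC12 cells; surviving cells quantified by luminescent ATP measurement. Medium: phenol red-free DMEM, 5% equine and 5% calf serum.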
# Tau ThT inhib: inhibitors of human tau fibril formation, thioflavin T binding | P10636 | recombinant tau K18 P301L, heparin-induced fibrillization, ThT fluorescence | Potency, µM (doses to about 57.4 µM), for the others: at the highest dose activity, negative = inhibition, actives largely listed as inhibitors | 270,000 tested, 2.1% active; note: % is set by controls: 0 for no effect and ±100 for the full control effect; nearly all actives have a fitted effect of over 55% in size
#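 Using a mix of unlabeled (15 uM) and Alexa 594-labeled (0.24 uM) tau K18 P301L, heparin-triggered fibrillization over 6 hr at 37 C was scored by ThT fluorescence.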
# KDM4E inh: blocks human JMJD2E demethylase activity; JMJD2E catalytic domain, FDH-coupled NADH fluorescence (FDH is formaldehyde dehydrogenase); Potency, µM (doses to about 57.1 µM), for inactives: top-dose activity change, negative = inhibition, usual class: inhibitors; 230,000 tested, 1.6% active; AID 2147; active = well fitted inhibition curve with a large enough effect, not every such curve was filed as active; inconclusive = small, poorly fitted or top-dose-only effect, or another doubt; inactive = no such curve, though single readings can be large or run the other way;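 note: 0% = wells with enzyme and -100% = buffer wells without enzyme; nearly all actives have a fitted effect of over 50% in size; many of its hits are not listed in these tables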
# Target sequence (B2RXH2 1-337 limits assumed): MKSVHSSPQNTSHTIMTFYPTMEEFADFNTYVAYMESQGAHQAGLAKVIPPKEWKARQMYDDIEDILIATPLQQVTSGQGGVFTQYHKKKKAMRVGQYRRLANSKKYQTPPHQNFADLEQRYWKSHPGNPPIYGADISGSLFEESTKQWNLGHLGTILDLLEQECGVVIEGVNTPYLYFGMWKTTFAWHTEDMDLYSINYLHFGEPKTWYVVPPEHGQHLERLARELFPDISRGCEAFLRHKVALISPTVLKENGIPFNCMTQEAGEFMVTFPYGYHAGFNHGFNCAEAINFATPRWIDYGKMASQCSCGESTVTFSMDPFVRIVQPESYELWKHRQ
# HTT aggregate: inhibitors of mutant huntingtin aggregate formation in PC12 cells; PC12 HttQ103-GFP aggregates, Acumen cytometry, 40 h; Potency, µM (titrated, usually from 46.1 µM), without a hit: top-dose activity change, negative = inhibition, hits mostly inhibitors; 220,000 tested, 1.1% active; note: % is set by controls: 0 for no effect and ±100 for the full control effect; nearly all actives have a fitted effect of over 60% in size
#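 Inducible Q103 Huntingtin exon 1–GFP PC12 line, 1500 cells/well in phenol red free DMEM with 5% equine and 5% calf serum. Tebufenozide 100 nM induced expression; compounds titrated; aggregates quantified by cytometry.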
# ALDH1A1 block: blocks purified human ALDH1A1 activity. Purified ALDH1A1, NADH fluorescence, propionaldehyde substrate. Potency, µM (highest dose often 75.3 µM), for inactives: at the top dose activity, negative = inhibition, hits mostly inhibitors. 220,000 tested, 7.3% active. P00352; active = well fitted inhibition curve with a large enough effect, not every such curve was filed as active; inconclusive = small, poorly fitted or top-dose-only effect, or another doubt; inactive = no such curve, though single readings can be large or run the other way;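 note: plate controls were no enzyme wells and a reference inhibitor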
# Target sequence (P00352 whole entry, looked up): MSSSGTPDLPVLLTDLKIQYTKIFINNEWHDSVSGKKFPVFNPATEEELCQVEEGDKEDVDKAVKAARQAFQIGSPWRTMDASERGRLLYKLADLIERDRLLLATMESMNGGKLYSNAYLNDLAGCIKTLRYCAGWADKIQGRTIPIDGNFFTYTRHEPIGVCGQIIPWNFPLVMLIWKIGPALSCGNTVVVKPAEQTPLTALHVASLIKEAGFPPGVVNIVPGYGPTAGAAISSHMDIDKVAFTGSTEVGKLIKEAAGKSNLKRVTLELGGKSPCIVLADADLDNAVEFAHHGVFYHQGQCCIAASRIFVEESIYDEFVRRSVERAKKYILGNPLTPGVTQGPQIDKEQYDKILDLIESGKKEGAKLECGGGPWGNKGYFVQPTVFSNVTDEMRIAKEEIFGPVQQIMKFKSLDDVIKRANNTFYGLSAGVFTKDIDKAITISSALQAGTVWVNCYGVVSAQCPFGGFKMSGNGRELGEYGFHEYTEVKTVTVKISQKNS
# The depositor's hits bear a star; ? = inconclusive; / = no result given; [ ] = another dose, or the depositor's remark. Unless noted, calls come from the whole dose curve; as a rule, active = well fitted curve in the direction sought with a large enough effect; inconclusive = small, poorly fitted or top-dose-only effect, or another doubt; inactive = no such curve, though single readings can be large; an effect the other way counts as inactive or inconclusive. Potency is the fitted concentration of half-maximal effect. Some of the compounds tested; the hit share may differ from the screen's.
smiles,Tau fluor cs,Tau FP inhib,SMN2 splice enh,HTT cytoprotect,Tau ThT inhib,KDM4E inh,HTT aggregate,ALDH1A1 block
CCn1cc(C(=O)N2CCN(c3ccc(F)cc3)CC2)c(=O)c2cc(S(=O)(=O)N(C)C3CCCCC3)ccc21,-14%,7%,-8%,/,-13%,/,/,/
CCCn1c2c(c(=N)c3c1CCC3)CCC2,-2%,-1%,/,16%[10 µM],-4%,-3%,?,/
CC(=C1C(=O)c2ccccc2C1=O)N1CCC(C(N)=O)(N2CCCCC2)CC1,-20%,-9%,/,11%,32µM*,?,-2%,20µM*
C=CCn1c(SCC(=O)O)nnc1-c1ccc(C(C)(C)C)cc1,1%,-2%,-2%,-23%,3%,4%,3%,?
CCc1nn(CC(=O)NCc2cccc(OC)c2OC)c(=O)c2cc3occc3n12,-8%,5%,-2%,/,-16%,/,/,/
Nc1cc(C(=O)O)ccc1Nc1ccccc1,-16%,3%,11%,-6%[10 µM],?,?,-15%,?
COc1ccccc1-c1nnc2sc(COc3ccccc3)nn12,-15%,-9%,-12%,-8%,-13%,-1%,?,12%
CC1(c2ccc(OC(F)F)cc2)NC(=O)N(/N=C/c2c(O)ccc3ccccc23)C1=O (stereo unspecified),?,?,13%,4%[0.074 µM],-16%,-22%,-11%,-5%
CCn1c(SCc2nc3scc(-c4ccccc4)c3c(=O)[nH]2)nnc1-c1ccc(Cl)cc1,11%,-4%,-19%,4%[10 µM],6%,0%,2%,9%
O=C(NCc1ccc(Cl)cc1)C1CCC(CNc2c(N3CCOCC3)c(=O)c2=O)CC1 (stereo unspecified),-12%,-3%,/,-10%[10 µM],/,12%,3%[9.22 µM],/
Cc1ccc(SCc2cc(=O)[nH]c(/N=C(\N)Nc3ccc(C)c(C)c3)n2)cc1,2%,-3%,-8%,-49%[inhibitor],-1%,0%,-21%,8.9µM*
NC1=NC[C@H](Cc2ccccc2)N1CCc1cc(C(F)(F)F)cc(C(F)(F)F)c1,8%,6%,/,-14%[10 µM],-7%,-6%,-7%[9.22 µM],/
COc1ccc(N(C(=O)Cn2nnc(-c3ccccc3F)n2)C(C(=O)NCC2CCCO2)c2ccc(Cl)cc2)cc1 (stereo unspecified),0%,-2%,/,-8%[10 µM],-4%,-25%,6%[9.22 µM],3%
Cn1c(=O)c2c(SCC(=O)N3CCOCC3)nc(C3CCCCC3)nc2n(C)c1=O,4%,3%,-7%,-57%,-4%,-1%,12%[9.22 µM],?
O=C(Nc1cc(S(=O)(=O)N2CCCCC2)ccc1N1CCOCC1)c1cc(=O)[nH]c2ccccc12,-22%,6%,/,0%[10 µM],/,-18%,6%[9.22 µM],/
COc1ccc(N(CC(=O)Nc2cc(C)ccc2C)S(=O)(=O)c2c(C)nn(C)c2C)cc1,-13%,10%,-16%,33%[10 µM],-10%,-1%,1%,9%
CCN(CC)C(=O)c1[nH]cnc1C(=O)N[C@@H](CC(C)C)C(=O)OC(C)(C)C,-8%,6%,/,3%[10 µM],-3%,0%,24%[9.22 µM],-5%
COCOc1c2c(c(OCOC)c3c(OCOC)cccc13)/C(=N/NS(C)(=O)=O)C1=C2CCCC1,-16%,5%,0%,-23%,-14%,?,/,-14%
CCn1c(=O)n(-c2ccc3c(c2)OCO3)c2nc(-c3ccc(C(C)C)cc3)nc(C(N)=O)c21,-6%,?,11%,/,6%,/,/,/
CCOC(=O)C1(CCc2ccccc2)CCN(Cc2ccc(OC)cc2)CC1,-11%,-8%,/,0%[10 µM],-10%,8%,-2%[9.22 µM],6%

# Some of these compounds in order of number of heavy atoms, smallest number first.
smiles,Tau fluor cs,Tau FP inhib,SMN2 splice enh,HTT cytoprotect,Tau ThT inhib,KDM4E inh,HTT aggregate,ALDH1A1 block
COc1ccccc1-c1nnc2sc(COc3ccccc3)nn12,-15%,-9%,-12%,-8%,-13%,-1%,?,12%
O=C(NCc1ccc(Cl)cc1)C1CCC(CNc2c(N3CCOCC3)c(=O)c2=O)CC1 (stereo unspecified),-12%,-3%,/,-10%[10 µM],/,12%,3%[9.22 µM],/
COCOc1c2c(c(OCOC)c3c(OCOC)cccc13)/C(=N/NS(C)(=O)=O)C1=C2CCCC1,-16%,5%,0%,-23%,-14%,?,/,-14%
CCn1cc(C(=O)N2CCN(c3ccc(F)cc3)CC2)c(=O)c2cc(S(=O)(=O)N(C)C3CCCCC3)ccc21,-14%,7%,-8%,/,-13%,/,/,/
COc1ccc(N(C(=O)Cn2nnc(-c3ccccc3F)n2)C(C(=O)NCC2CCCO2)c2ccc(Cl)cc2)cc1 (stereo unspecified),0%,-2%,/,-8%[10 µM],-4%,-25%,6%[9.22 µM],3%

# Next compounds.
# Results follow in this order: Tau fluor cs, Tau FP inhib, SMN2 splice enh, HTT cytoprotect, Tau ThT inhib, KDM4E inh, HTT aggregate, ALDH1A1 block
- Cc1nn(C)cc1CN1CCCC(C(=O)c2ccc(-c3ccccc3)cc2)C1 (stereo unspecified)
    -2%, 8%, /, 41%[10 µM], -1%, -11%, 27%[9.22 µM], -8%
- O=S(=O)(c1ccccc1)c1cnc(-c2cccnc2)nc1-c1ccccc1
    -9%, -3%, 10%, 3%, 1%, 3%, 25%, -11%
- COc1ccc2sc(NC(=O)CC(C)C)nc2c1
    -13%, -1%, ?, -37%, -16%, 1%, 15%, 25µM*
- Brc1ccc(-c2nnc3n2-c2ccccc2CC3)cc1
    0%, -1%, 7%, -7%, -5%, 3%, -13%, -1%
- CCOc1ccc(N(CC(=O)NCc2ccc(C)cc2)S(=O)(=O)c2c(C)[nH]c(=O)[nH]c2=O)cc1
    -8%, -1%, -4%, /, -8%, /, /, /
- Cc1ccc2cn[nH]c2c1[N+](=O)[O-]
    0%, 2%, 4%, -24%, -18%, 3%, -26%, 3%
- COc1cc(OC)nc(NC(=O)NS(=O)(=O)c2ccc(OC(F)(F)F)cc2)n1
    -9%, 3%, -2%, -20%, -12%, 9%, 6%, 4%
- C/C(=N\NC(=O)CCCNc1ccccc1)c1ccncc1
    -12%, 6%, /, ?, -15%, 3%, -1%[9.22 µM], 6%
- CC(C)(C)NC(=O)C(c1cccs1)N(C(=O)c1csnn1)c1cccc(F)c1 (stereo unspecified)
    -1%, 4%, 5%, 4%[10 µM], -4%, -4%, 5%[9.22 µM], 5%
- COc1ccc(OCC2Cc3c(-c4ccccc4)nc4c(c3CO2)CN(CCOc2ccccc2)CC4)cc1 (stereo unspecified)
    -3%[11.6 µM], 4%[11.6 µM], /, 5%[10 µM], -4%[11.5 µM], /, /, -8%[13.5 µM]
- Cc1cccc(N2CCN(C(=O)Cn3cnc4c3c(=O)n(C)c(=O)n4C)CC2)c1C
    2%, 0%, -30%, -5%[10 µM], 5%, 3%, -7%, -1%
- O=C(COC(=O)CNS(=O)(=O)c1c(Cl)cccc1Cl)Nc1ccccc1Sc1ccccc1
    -17%, 0%, -12%, 1%[10 µM], -1%, -3%, -2%, 11%
- CSc1ncnc2c1cnn2-c1ccc(C)cc1C
    -8%, 0%, -22%, -32%[inhibitor], -6%, 0%, -13%, -4%
- Cc1cccc(C=Nc2ccc3c4c(cccc24)CC3)c1O
    -23%, 0%, 5%, -13%[10 µM], ?, ?, -13%, ?
- Cc1cc(C)cc(C(=O)Nc2c(C(=O)Nc3ccccc3F)oc3ccccc23)c1
    -11%, -8%, ?, /, 17%, /, /, /
- Cc1ccc(C)c(N2CCN(C(=O)Cn3c(=O)[nH]c4ccsc4c3=O)CC2)c1
    -16%, 4%, -30%, -2%, ?, 4%, -2%, 3%
- CCC(C)Oc1ccc(/C=C/c2[nH]c(=O)[nH]c(=O)c2[N+](=O)[O-])cc1OC (stereo unspecified)
    -6%, -4%, /, -9%, 0%, 0%, 19%, -7%
- Cc1ccc(C(=O)NCCc2nnc3ccc(SCC(=O)Nc4ccc(C)cc4C)nn23)cc1
    0%, -3%, 3%, 4%[10 µM], 7%, 1%, -14%, -1%
- CCc1nc(SCC(=O)Nc2nccs2)c2oc3ccccc3c2n1
    -9%, -3%, -10%, 20%[10 µM], -7%, 0%, -9%, -8%
- O=C(NCc1cccc(Cl)c1)c1ccc2nc(N3CCCCC3)sc2c1
    -4%, -8%, 19%, /, 4%, /, /, /
- CCOc1ccc(-c2nnc(SCc3nc4ccccc4[nH]3)n2N)cc1
    -6%, 3%, ?, 10%, -5%, -4%, 11%, ?
- COc1ccc(NC(=S)N(CCCN2CCOCC2)Cc2cn(C)c3ccccc23)cc1OC
    -16%, ?, -10%, -25%[10 µM], -6%, -3%, -27%, -4%
- O=C1c2cccc3cccc(c23)C(=O)N1c1ccc2ncccc2c1
    -6%, 10%, -14%, 17%[10 µM], -16%, -1%, -9%, 15%
- O=C(N/N=C1/SCC(=O)N1Cc1ccco1)c1ccccc1F
    0%, 5%, /, -13%[10 µM], -5%, 2%, -13%[9.22 µM], ?
- COc1ccc(-c2nc3n(n2)C(c2ccccc2Cl)C(C(N)=O)=C(C)N3)cc1 (stereo unspecified)
    0%, 3%, 1%, -3%, -1%, -7%, 28%, -1%
- C=C(C(=O)c1ccccc1)C(C)CC(=O)c1ccccc1 (stereo unspecified)
    -9%, 10%, -87%[inhibitor], 10%[1.9 µM], ?, 1%, 18%, ?
- CCC(=O)N(Cc1ccc(S(N)(=O)=O)cc1)C1CC(=O)N(c2ccc(OC)cc2)C1=O (stereo unspecified)
    -10%, 11%, 26%, 6%[10 µM], -17%, -4%, 9%, ?
- COc1ccc(NC(=O)c2[nH]c(C)c(C(C)=O)c2C)cc1S(=O)(=O)N1CCOCC1
    4%, -4%, ?, 2%[0.074 µM], 5%, 13%, ?, 7%
- CCOC(=O)C1=C(C)c2ccccc2N(C(=O)OC)C1(C)C(=O)OCC (stereo unspecified)
    -11%[81.3 µM], 0%[81.3 µM], /, -23%, ?, /, /, 32µM*
